FBA Mtb inh: Mtb FBA enzyme inhibitors, primary screen, biochemical, fluorescence, strain H37Rv | Fructose-bisphosphate aldolase (Mycobacterium tuberculosis (strain ATCC 25618 / H37Rv)), … | purified M. tuberculosis FBA, fluorescence read-out | inhibition, % at 1 µM | 360,000 compounds, 2.3% hits | AID 588726, 2011; in the data active = inhibition above about 27%;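 also: 0% = vehicle and 100% = reference inhibitor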
Target sequence (P9WQA3 whole entry, looked up): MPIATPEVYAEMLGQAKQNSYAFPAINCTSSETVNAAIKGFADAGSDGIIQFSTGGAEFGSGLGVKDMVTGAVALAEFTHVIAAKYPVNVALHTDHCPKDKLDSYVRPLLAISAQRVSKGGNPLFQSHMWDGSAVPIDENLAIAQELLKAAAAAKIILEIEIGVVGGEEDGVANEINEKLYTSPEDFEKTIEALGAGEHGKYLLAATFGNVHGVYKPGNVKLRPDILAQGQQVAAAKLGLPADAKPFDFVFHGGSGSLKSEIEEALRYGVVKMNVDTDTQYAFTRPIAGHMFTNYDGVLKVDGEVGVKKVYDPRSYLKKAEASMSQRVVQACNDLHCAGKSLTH
PrPC surface inh: inhibitors of human cell surface prion protein PrPC, primary screen, cell-based, TR-FRET; TR-FRET read-out; 370,000 compounds, 0.43% hits; inhibition, % at 13.8 µM; Major prion protein (Homo sapiens), P04156; in the data active = inhibition above about 24%; also: 0% = median of the test wells and 100% = reference compound wells
Mtb BioA inh: M. tuberculosis BioA enzyme inhibitors, primary screen, biochemical, plate reader, single point, HTS; inhibition, % at 9.99 µM; 7,8-diaminopelargonic acid synthase BioA (Mycobacterium tuberculosis); 360,000 compounds, 0.096% hits; purified M. tuberculosis BioA enzyme; in the data active = inhibition above about 40%; inconclusive = no clear call, values can overlap the other calls
FadD28 FP inh: inhibitors of FadD28 bisubstrate probe binding, primary screen, biochemical, fluorescence polarization, single point | inhibition, % at 12.5 µM | 360,000 compounds, 0.22% hits | AID 588549, 2011; in the data active = inhibition above about 8.5%, passing the limit was not always enough; inconclusive = no clear call, values can overlap the other calls
BoNT-F LC inh: BoNT/F light chain protease inhibitors, primary screen, biochemical, flow cytometry, MLPCN library; Multiplex microsphere protease cleavage assay; inhibition, % at 10 µM; 360,000 compounds, 0.22% hits; AID 588497, 2011; in the data active = inhibition above about 35%, passing the limit was not always enough; inconclusive = no clear call, values can overlap the other calls; also: plate controls were buffer without enzyme for full effect and enzyme alone for no effect
UGM FP inh: M. tuberculosis UGM enzyme inhibitors, primary screen, biochemical, fluorescence polarization, single point | UDP-galactopyranose mutase (Mycobacterium tuberculosis (strain ATCC 25618 / H37Rv)), … | purified UGM, fluorescence polarization probe displacement | inhibition, % at 10 µM | 320,000 compounds, 0.06% hits | AID 504406, 2011; in the data active = inhibition above about 10%, passing the limit was not always enough; inconclusive = no clear call, values can overlap the other calls
MazEF act: activators of E. coli MazEF toxin-antitoxin RNase, primary screen, biochemical, fluorescence, uHTS. AID 504720, 2011. 350,000 compounds, 0.32% hits. activation, % at 20 µM. FAM/BHQ RNA-DNA oligo cleavage fluorescence, 5 h; in the data active = activation above about 50%
Target sequence (P0AE70 whole entry, looked up): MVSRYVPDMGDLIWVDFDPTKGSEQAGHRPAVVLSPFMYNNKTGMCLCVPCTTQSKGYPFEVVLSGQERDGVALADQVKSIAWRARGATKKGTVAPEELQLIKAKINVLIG
Rv3671c inh: Rv3671c serine protease inhibitors, primary screen, biochemical, fluorescence polarization, M. tuberculosis H37Rv; P9WHR9; 320,000 compounds, 0.048% hits; inhibition, % at 5.96 µM; in the data active = inhibition above about 38%;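 also: extracellular domain of Rv3671c used as enzyme; 0% = enzyme with DMSO and 100% = no enzyme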
Target sequence (P9WHR9 whole entry, looked up, the tested form may be a part): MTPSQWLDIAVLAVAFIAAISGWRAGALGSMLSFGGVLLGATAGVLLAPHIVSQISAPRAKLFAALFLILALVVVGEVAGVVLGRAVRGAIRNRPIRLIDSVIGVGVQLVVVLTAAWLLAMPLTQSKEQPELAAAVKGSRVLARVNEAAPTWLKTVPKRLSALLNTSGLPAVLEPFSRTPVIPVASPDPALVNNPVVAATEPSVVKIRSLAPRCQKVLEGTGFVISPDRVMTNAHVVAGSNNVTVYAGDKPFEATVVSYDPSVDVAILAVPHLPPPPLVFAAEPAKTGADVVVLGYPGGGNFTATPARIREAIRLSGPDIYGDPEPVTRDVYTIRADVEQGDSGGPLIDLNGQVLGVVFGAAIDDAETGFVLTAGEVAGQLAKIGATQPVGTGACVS
GDH-TPI inh: GDH-TPI coupling enzyme inhibitors, primary screen, artefact control for M. tuberculosis FBA inhibitor project, biochemical, absorbance, full deck; GDH-TPI coupled enzyme counterscreen, NADH absorbance; inhibition, % at 4.8 µM; 360,000 compounds, 1.2% hits; in the data active = inhibition above about 30%;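 also: 0% = DMSO wells and 100% = wells lacking the enzyme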
The depositor's hits bear a star; ? = inconclusive; . = no result given.

| Compound | FBA Mtb inh | PrPC surface inh | Mtb BioA inh | FadD28 FP inh | BoNT-F LC inh | UGM FP inh | MazEF act | Rv3671c inh | GDH-TPI inh |
| --- | --- | --- | --- | --- | --- | --- | --- | --- | --- |
| CCCCn1c(N)c(N(CCOC)C(=O)COc2c(C)cccc2C)c(=O)[nH]c1=O | 4 | -10 | . | 0.1 | -17 | 2.0 | -3 | -3 | 11 |
| Cc1cc(C)nc(CCNC(=O)C2CCC(=O)N(Cc3ccccc3F)C2)n1 (stereo not given) | -3 | 0 | 0.4 | -3.0 | 8 | -2.1 | 3 | 6 | -3 |
| COc1ccc(CN2CCNC(=O)C2CC(=O)NCc2cccc(C)n2)c(OC)c1 (stereo not given) | 1 | 2 | 1.1 | 0.1 | -6 | 1.1 | -1 | -5 | 7 |
| NC(=S)NNC(=S)Nc1ccccc1 | 3 | 4 | . | -2.7 | 11 | 1.0 | 8 | -4 | 7 |
| O=C(c1ccc(Cl)cc1)c1c[nH]c(C(=O)NNc2ccccc2)c1 | 1 | 16 | . | -2.0 | -4 | -0.1 | 5 | -1 | 0 |
| N/C(=N\OC(=O)Cc1cccs1)c1ccccc1 | 1 | -4 | -0.5 | -1.2 | 1 | -0.9 | 6 | 5 | 0 |
| NC(=O)c1ccc(Cl)c2ccccc12 | 3 | -6 | -1.8 | -3.6 | ? | 0.9 | -7 | -6 | 5 |
| NC(=O)C1CCN(C(=O)c2cc(-c3ccccc3Cl)nc3ccccc23)CC1 | 1 | 43* | 4.0 | -2.6 | -8 | 4.9 | 13 | 2 | 5 |
| COc1ccccc1CNC(=O)CCn1c(=O)[nH]c2ccsc2c1=O | -5 | -4 | 0.7 | -4.1 | -8 | 2.2 | 1 | 1 | -20 |
| Cc1cccc(OCC(=O)Nc2ccc(N3CCN(S(C)(=O)=O)CC3)cc2)c1C | -4 | -7 | . | -0.8 | 30 | 5.3 | 9 | -2 | -2 |
| NC(=O)COC(=O)c1cc(=O)[nH]c2ccccc12 | 11 | -1 | -1.0 | -3.6 | -5 | -2.4 | 6 | -2 | 26 |
| O=C(CCCCC(=O)OCC1COCO1)OCC1COCO1 (stereo not given) | -5 | -2 | -2.8 | -2.1 | -5 | . | -3 | . | 1 |
| CCOC(=O)C1=CCN(S(=O)(=O)c2ccccc2C)C1c1cccc(Br)c1 (stereo not given) | 2 | -4 | 0.5 | -3.4 | -4 | . | . | . | . |
| CCc1nc2ccc(C(=O)N(C)Cc3ccco3)cn2c1N(CC)C(=O)NCCc1ccccc1 | -2 | 4 | -1.3 | 0.5 | 1 | . | . | . | 5 |
| CCN1C(=O)c2cccc3c(S(=O)(=O)NCC4CCCO4)ccc1c23 (stereo not given) | 19 | -19 | . | -4.1 | 4 | 6.4 | -2 | -8 | 0 |
| Cc1cnc(C(=O)OC(C(=O)Nc2cc(C(F)(F)F)ccc2Cl)c2ccccc2)cn1 (stereo not given) | 1 | -2 | 1.7 | -1.0 | -4 | -8.6 | 1 | 1 | -3 |
| Cc1cc(C)n(C(=O)c2ccc(C)c(S(=O)(=O)N3CCOCC3)c2)n1 | -1 | 9 | -0.8 | -1.6 | 6 | -0.9 | 5 | 7 | -2 |
| O=C1CCC(c2ccccc2)c2ccccc21 (stereo not given) | 2 | 4 | -1.3 | -0.6 | ? | 1.9 | 1 | -3 | 9 |
| CC(C(=O)NCCCN1CCOCC1)n1cccc1C(=O)c1ccccc1 (stereo not given) | -5 | -1 | 0.3 | -1.4 | 1 | -1.3 | 5 | 7 | 3 |
| COc1ccc(S(=O)(=O)N2CCC(C(=O)NCc3ccccn3)CC2)cc1Cl | 3 | -5 | . | -2.0 | -10 | -0.3 | 4 | -3 | -11 |
| O=C(COC(=O)c1ccc2c(c1)OCCO2)NCCc1ccc(F)cc1 | 6 | 2 | -10.0 | 0.2 | 0 | -0.2 | -1 | 7 | 14 |
| COC(=O)c1ccccc1NC(=O)c1nc(S(=O)(=O)Cc2ccccc2)ncc1Cl | -1 | -4 | -1.0 | 1.2 | . | 1.2 | 0 | -3 | 3 |
| CN(C)C(=O)N1CCC(C(=O)NCc2ccccc2)CC1 | 0 | -1 | -1.5 | 1.0 | 4 | 2.2 | -1 | 1 | 5 |
| Clc1ccc(Cc2nnc(-c3ccccc3Br)o2)cc1 | 3 | -10 | 1.7 | -0.9 | -2 | -1.9 | 4 | -1 | 11 |
| N/C(=N\OC(=O)CCCc1ccccc1)c1ccc(Br)cc1 | 1 | -2 | 2.9 | -4.0 | 11 | 2.1 | -2 | -1 | -4 |
| CN1CCN(c2oc(-c3ccccc3)nc2S(=O)(=O)c2ccc(Br)cc2)CC1 | -2 | . | 0.5 | -4.5 | -9 | 1.9 | 6 | -1 | 1 |
| O=C(O)CSc1nc2ccccc2n1Cc1ccccc1 | 1 | -17 | 2.9 | -2.5 | 23 | 3.0 | -3 | -5 | 5 |
| O=C(COc1ccc(Br)cc1)OCCN1CCCCC1 | 4 | 12 | -0.5 | -1.5 | 8 | -0.4 | 4 | -5 | 7 |
| CC1CN(c2cc(=O)n(-c3ccccc3)c(=O)[nH]2)CC(C)O1 (stereo not given) | 5 | -7 | 0.3 | -3.2 | -8 | -0.2 | 7 | -1 | -10 |
| O=C(Nc1nnc(C2=COCCO2)o1)c1ccc(S(=O)(=O)N2CCOCC2)cc1 | -3 | 14 | . | -0.3 | -11 | 0.1 | 2 | -2 | 14 |
| O=C(/C=C/c1c(F)cccc1Cl)Nc1nn[nH]n1 | -3 | 2 | . | -4.3 | 1 | 2.2 | 10 | -10 | 1 |
| CCCc1nc2ccc(Br)cn2c1Cc1ccccc1 | 2 | 14 | 1.3 | -2.1 | -23 | . | . | . | . |
| c1ccc(CN2CCN(Cc3ccc4ccccc4c3)CC2)cc1 | 9 | 1 | -0.8 | -0.2 | 4 | 3.3 | -1 | -2 | -1 |
| Cc1ccc(-n2c(COc3cccc(C)c3)n[nH]c2=S)cc1 | -1 | -6 | . | -1.5 | -2 | -1.2 | -24 | 4 | 5 |
| CCCCN1C(=O)C(CC(=O)NCCCCc2ccccc2)CC(C(=O)N2CCOCC2)=C1C (stereo not given) | 1 | 7 | . | -0.6 | -5 | . | 0 | . | 9 |
| CCC1(c2ccccc2)NC(=O)N(CC(=O)Nc2ccccc2N2CCCC2)C1=O (stereo not given) | 2 | -9 | 0.7 | -1.7 | -13 | -3.9 | 0 | -8 | 3 |
| Cc1ccc(Cn2cc(SCC(N)=O)c3ccccc32)cc1 | 0 | -3 | -1.2 | -2.0 | -8 | 0.6 | -9 | -6 | 0 |
| COc1ccc(C)cc1NS(=O)(=O)c1cc(C)ccc1C | 4 | 14 | . | -1.2 | 1 | -1.7 | -8 | 5 | 7 |
| Cc1ccc(N2CC(C(=O)Nc3ccc(S(=O)(=O)Nc4nccc(C)n4)cc3)CC2=O)cc1 (stereo not given) | -3 | 2 | . | -0.4 | 2 | 2.6 | 2 | -4 | -2 |
| CCCCNCc1ccc(OCc2ccc(Cl)nc2)c(OC)c1 | 0 | 5 | 3.8 | -1.6 | ? | -0.7 | 9 | 5 | -8 |
| CCOc1ccc(OCC)c(NC(=O)Nc2ccc3c(c2)N(C)C(=O)CS3)c1 | 1 | 12 | -1.1 | 3.5 | 9 | -1.0 | 17 | 14 | 3 |
| CC(C)(C)C1CCc2onc(C(=O)NC3CCCC3)c2C1 (stereo not given) | -2 | -1 | -0.9 | -3.0 | -6 | 0.2 | 3 | 1 | -4 |
| O=C(Nc1ccccn1)Nc1cccs1 | 4 | 5 | -1.5 | -0.1 | -12 | 0.1 | 0 | -6 | 4 |
| O=C([C@@H]1Cc2ccccc2CN1)N1CCN(Cc2ccccc2)CC1 | 1 | -11 | 0.0 | -3.1 | -11 | -1.6 | -2 | . | -5 |
| CCC(=O)NC(c1cccs1)c1cc(Cl)c2cccnc2c1O (stereo not given) | -1 | 4 | . | -2.7 | 2 | 0.7 | 5 | 5 | 0 |
| CC(C)(C)N1NC(=O)Nc2ccccc2C1=O | 5 | 5 | -2.9 | -4.2 | -9 | 3.0 | -2 | 4 | -8 |
| CCOc1ccc(C(=O)NCc2ccc3c(c2)OCO3)cc1 | 4 | -2 | -0.3 | 3.7 | 12 | -2.0 | -1 | -2 | -3 |
| CC1(C)CC(=O)c2c(Cc3ccccc3)noc2C1 | 0 | 1 | . | -1.5 | 1 | . | 16 | -4 | 11 |
| FC(F)(F)c1ccc(/C=N/NC(=S)NC2CCCCC2)cc1 | 1 | 5 | . | 1.4 | -2 | 0.3 | 2 | -7 | 6 |
| CCOc1ccccc1NC(=O)COC(=O)CC(C)(C)CC1=NS(=O)(=O)c2ccccc2N1 | 1 | 2 | 3.1 | -3.6 | -5 | 1.7 | -5 | 1 | -3 |
| CC(C)=NOc1nc(N(C)C)nc(N(C)C)n1 | 4 | -1 | . | -0.2 | 3 | 3.1 | 1 | -1 | 3 |
| c1ccc(-c2cc(N3CCCCCC3)n[nH]2)cc1 | 1 | 5 | -1.5 | -4.2 | -9 | -0.7 | -5 | 1 | -6 |
| COCCNC(=S)N1CCN(S(=O)(=O)c2ccc(Cl)s2)CC1 | 1 | 7 | 0.9 | 0.1 | 2 | 0.1 | -6 | 5 | -11 |
| Cc1ccc(-n2nc3c(Cl)nnc(C)c3c2C)cc1 | -1 | 4 | 1.1 | -3.8 | -9 | 0.6 | 1 | -13 | 0 |
| CCC(CC)C(=O)N(C)c1c(C)nc2c(OCC3CCCCC3)cccn12 | -2 | 18 | 3.9 | 1.1 | -8 | . | . | . | 10 |
| COc1ccccc1Cc1noc(C(C)(C)NC(=O)c2ccccc2)n1 | -2 | 7 | 0.1 | -3.3 | -5 | 1.9 | -5 | 4 | 2 |
| Cc1ccc(-c2nc(S(=O)(=O)c3ccc(C)cc3)c(SCC(N)=O)o2)cc1 | -1 | 3 | -0.8 | -6.9 | -66 | 0.7 | 3 | -7 | -9 |
| O=C(COc1ccccc1)N1CCN(C(=O)c2ccc([N+](=O)[O-])cc2)CC1 | 1 | -16 | . | -1.1 | -8 | 0.0 | 1 | -1 | 1 |
| CC(c1ccc(F)cc1)n1c(-c2ccc3ccccc3n2)n[nH]c1=S (stereo not given) | 4 | 2 | 2.9 | 1.5 | -17 | -0.3 | 3 | 3 | 10 |
| Cc1ccc(C)c(NC(=O)C2CCCN2C(=O)OC(C)(C)C)c1 (stereo not given) | 2 | -1 | 2.4 | -3.1 | 20 | -0.2 | 2 | 7 | -8 |

Single records, as listed above.
COC(=O)c1ccccc1NC(=O)c1nc(S(=O)(=O)Cc2ccccc2)ncc1Cl reads FBA Mtb inh: -1; PrPC surface inh: -4; Mtb BioA inh: -1.0; FadD28 FP inh: 1.2; BoNT-F LC inh: .; UGM FP inh: 1.2; MazEF act: 0; Rv3671c inh: -3; GDH-TPI inh: 3
CN1CCN(c2oc(-c3ccccc3)nc2S(=O)(=O)c2ccc(Br)cc2)CC1 reads FBA Mtb inh: -2; PrPC surface inh: .; Mtb BioA inh: 0.5; FadD28 FP inh: -4.5; BoNT-F LC inh: -9; UGM FP inh: 1.9; MazEF act: 6; Rv3671c inh: -1; GDH-TPI inh: 1

Other records.
| Compound | FBA Mtb inh | PrPC surface inh | Mtb BioA inh | FadD28 FP inh | BoNT-F LC inh | UGM FP inh | MazEF act | Rv3671c inh | GDH-TPI inh |
| --- | --- | --- | --- | --- | --- | --- | --- | --- | --- |
| O=C(CNc1ccccc1F)Nc1cc(S(=O)(=O)N2CCCCC2)ccc1Cl | -1 | -5 | -0.1 | -2.9 | 4 | 0.6 | 0 | -2 | -3 |
| COc1cccc(C(=O)NNC(=O)c2ccc3ccccc3c2O)c1 | 3 | -10 | . | 0.0 | 2 | -0.9 | 0 | 11 | 9 |
| Clc1ccc(OCCCCN2CCc3ccccc3C2)cc1 | 5 | -2 | . | -0.2 | -1 | -1.9 | -4 | -4 | 9 |
| CC(C)c1nc2sc3c(c2c(=O)n1N)CC(C)(C)OC3 | 0 | 8 | . | -1.3 | -3 | -0.7 | -2 | -5 | 6 |
